# Compound activity from PubChem.
# NR2E3 ag-1: agonists of human NR2E3 nuclear receptor; Q9Y5X4; CHO-S Gal4-NCOR/VP16-NR2E3 two-hybrid, luciferase; inhibition of corepressor binding, % at 3.98 µM; 360,000 compounds, 0.35% hits; AID 602229;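 active = inhibition above the mean of all tested compounds plus 3 SD, cut at about 70% in these data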;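 also: 0% = DMSO with NR2E3 transfected cells and 100% = cells lacking NR2E3 construct; higher means lower luciferase signal from less NR2E3 corepressor binding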
# Target sequence (Q9Y5X4 whole entry, looked up, the tested form may be a part): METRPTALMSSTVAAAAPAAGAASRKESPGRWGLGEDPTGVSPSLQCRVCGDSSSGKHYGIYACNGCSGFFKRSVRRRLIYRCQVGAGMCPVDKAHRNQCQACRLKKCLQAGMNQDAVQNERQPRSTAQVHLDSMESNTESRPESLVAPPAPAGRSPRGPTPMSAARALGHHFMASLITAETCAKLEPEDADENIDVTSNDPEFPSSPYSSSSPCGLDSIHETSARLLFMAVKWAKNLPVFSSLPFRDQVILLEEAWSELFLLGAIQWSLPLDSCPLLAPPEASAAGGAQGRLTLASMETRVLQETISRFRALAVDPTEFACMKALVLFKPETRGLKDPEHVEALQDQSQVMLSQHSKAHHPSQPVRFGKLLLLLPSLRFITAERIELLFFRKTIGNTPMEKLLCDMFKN
# PDI inh: PDI (human) enzyme inhibition; P07237; PDI insulin aggregation turbidity, A650, 90 min; inhibition, % at 10 µM; 350,000 compounds, 0.052% hits; AID 588391;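 active = mean inhibition across replicates of 30% or more, whatever share of single replicates reach that level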;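 also: absorbance from insulin aggregation driven by PDI reduction with DTT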
# Target sequence (P07237 whole entry, looked up): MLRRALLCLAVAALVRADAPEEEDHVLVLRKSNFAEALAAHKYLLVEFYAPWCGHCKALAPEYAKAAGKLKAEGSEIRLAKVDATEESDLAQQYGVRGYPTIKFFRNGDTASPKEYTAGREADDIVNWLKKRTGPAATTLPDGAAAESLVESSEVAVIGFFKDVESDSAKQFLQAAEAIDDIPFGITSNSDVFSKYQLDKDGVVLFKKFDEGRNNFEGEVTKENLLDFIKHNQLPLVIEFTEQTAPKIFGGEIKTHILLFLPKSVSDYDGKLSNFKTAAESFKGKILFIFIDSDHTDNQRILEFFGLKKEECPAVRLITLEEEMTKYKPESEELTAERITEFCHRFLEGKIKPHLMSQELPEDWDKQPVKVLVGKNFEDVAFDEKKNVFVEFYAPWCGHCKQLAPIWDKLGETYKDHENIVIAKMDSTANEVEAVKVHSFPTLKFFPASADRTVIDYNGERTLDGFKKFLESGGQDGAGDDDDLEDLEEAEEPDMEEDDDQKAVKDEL
# hiPSC survival: enhancers of human iPSC single-cell survival; 360,000 compounds, 0.044% hits; survival enhancement, % at 20 µM; hiPSC single-cell survival, ATPlite luminescence; 100% = ROCK inhibitor wells, 0% = DMSO; in the data active = survival enhancement above about 18%;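 also: cells exposed to compounds for 16 hours before the ATP read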
# NR2E3 ag-2: agonists of human nuclear receptor NR2E3; 320,000 compounds, 0.12% hits; AID 2300; inhibition of corepressor binding, % at 4.78 µM; GST-NR2E3/biotin-RetCOR TR-FRET, 1536-well; Q9Y5X4;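 active = percent inhibition above the cutoff of mean plus 3 SD of all tested compounds, set per screening campaign, cut at about 20% in these data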;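 also: 0% = DMSO wells and 100% = biotin wells as full block of FRET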
#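 Assay system: NR2E3–RetCOR corepressor complex. Quantity: 1.35 nM GST-NR2E3. Buffer or medium: pH 7.5 Tris-based buffer. Reagent: biotinylated RetCOR corepressor at 7 nM final. Schedule: 5 h at 4 °C. Detection: TR-FRET, emission read at 617 and 671 nm. Replicates: one well per compound, singlicate testing.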
# Peg3 promoter: reduces Peg3 promoter-driven luciferase expression in HeLa; HeLa PEG-Prom luciferase reporter, luminescence, overnight; 360,000 compounds, 1.7% hits; inhibition, % at 20 µM;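 active = inhibition of at least 50% at 20 µM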
# HIF-2a inh: inhibitors of HIF-2a; 786-0 RCC cells HIF-2a reporter, luciferase luminescence, overnight; inhibition, % at 18.8 µM; 360,000 compounds, 0.72% hits; AID 624352;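 active = inhibition of the luminescence signal of 40% or more relative to plate controls, in a single-dose primary screen at 18.75 µM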
# MITF TRPM1 inh: reduces MITF-dependent TRPM1 promoter luciferase signal. SK-MEL-5 TRPM1 promoter luciferase, 24 h. inhibition, % at 12.5 µM. 330,000 compounds, 0.83% hits;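 active = mean inhibition across replicates of 60% or more, whatever share of single replicates reaches that level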; also: values of inactives mirror those of a sister screen read the other way
# HTR2A ag: activates the mouse 5-HT2A serotonin receptor. 360,000 compounds, 0.66% hits. P35363. activation, % at 7.6 µM. AID 624169. CHO-K1 mHTR2A beta-arrestin complementation, luminescence; percent of 30 µM serotonin response;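 active = activation above a run cutoff, the mean activation of all tested compounds plus 3 SD, cut at about 14% in these data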;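 also: 0% = plate median of compound wells and 100% = 30 µM serotonin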
# CaV13 ICDI inh: Disruptors of the CACNA1D IQ motif to Ca2+-dependent inactivation inhibitor domain association, primary screening, Förster resonance energy transfer in intact living … | AID 743397 | inhibition, % at 12.3 µM | 340,000 compounds, 0.098% hits | HEK cells, CFP/YFP FRET ICDI-IQ, plate reader, 10 min; percent FRET-ratio fall versus neutral wells;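 active = mean replicate inhibition of at least 30% and at least 1% of replicates passing that level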;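 also: 0% = median of the neutral control wells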
# Cardio protect: protects H9c2 cardiomyocytes from peroxide injury | H2O2 injury protection, ATPLite, 2 h | protection from H2O2 cell death, % at 20 µM | 360,000 compounds, 0.63% hits | AID 588492;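 active = compounds giving at least 50% protection of heart cells from peroxide-induced death in the single-dose screen, raw or plate-pattern-corrected value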;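 also: 0% = DMSO wells with peroxide and 100% = DMSO wells without peroxide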
# Shn3 inh set2: reduces Shn3 3'UTR luciferase signal in osteoblasts | Clone20 osteoblast Shn3 3'UTR firefly luciferase, 24 h | inhibition, % at 12.5 µM | 360,000 compounds, 0.52% hits | AID 588674;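 active = mean inhibition of at least 75% with every replicate also reaching 75%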;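 also: 0% = median of neutral control wells and 100% = pilot-screen positive control compound; some compounds past the cut are filed as inactive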
# * marks the source's active call; other numbers are inactive results; · = no result given.
Molecule	NR2E3 ag-1	PDI inh	hiPSC survival	NR2E3 ag-2	Peg3 promoter	HIF-2a inh	MITF TRPM1 inh	HTR2A ag	CaV13 ICDI inh	Cardio protect	Shn3 inh set2
CCCN(CCC)CCNC(=O)c1cc2c(C)nc3ccccc3c2o1	-1	-1	-1.1	7	19	16	-5	2	-4	-2	25
CCc1noc(C)c1C(=O)Nc1cc(Cl)ccc1N1CCCC1	-11	-3	-0.4	3	6	4	-1	4	-6	-5	-43
Cc1ccc2cn[nH]c2c1[N+](=O)[O-]	-40	3	-0.5	1	6	18	6	9	-6	5	-25
COCCNc1nc(-c2ccccc2)nc2c1oc1ccccc12	1	-2	0.0	3	3	-4	0	4	4	2	-11
Cn1c(CSc2nnc(SCc3ccccc3)s2)nc2ccccc21	1	-11	2.6	0	-5	-22	-13	-4	-5	0	-2
COc1ccc(-c2nc3ccc(N4CCCC4)cc3c(=O)[nH]2)cc1OC	-32	-1	2.2	-1	-2	-30	0	0	-6	45	0
CCn1cc(C(=O)OCC(=O)Nc2ccc(S(=O)(=O)N3CCCC3)cc2)c(=O)c2ccc(C)nc21	-9	5	-1.1	0	17	3	16	-1	-5	-4	15
COc1cc(C)c(S(=O)(=O)NCc2ccc3c(c2)OCO3)cc1C	-9	·	-1.3	0	3	9	9	29*	-6	-9	-5
Cc1ccc(CSCCNC(=O)c2cccc([N+](=O)[O-])c2)cc1	-14	-13	-0.8	1	-3	8	7	-8	3	-4	14
COc1cccc(S(=O)(=O)N(C)C[C@H]2OCc3cnnn3CCCC(=O)N([C@H](C)CO)C[C@H]2C)c1	6	1	12	·	-2	-6	·	6	-3	0	-11
Nc1nc(SCc2ccc(Br)cc2)n[nH]1	-73	-4	-0.3	-3	-60	-80	-13	-5	-1	-4	-2
CCN(CC)c1ccc(N=C2C=CC(=O)C=C2NC(C)=O)cc1	-80	8	-1.3	·	-121	-166	·	-3	-6	-13	-46
CC(=O)c1ccc(OCC(O)CN2CCc3ccccc3C2)cc1 (stereo not drawn)	-2	-2	-0.1	-1	17	2	-3	11	-9	-3	19
C=CCn1c(SCC(=O)Nc2nnc(CC)s2)nnc1-c1cccnc1	3	0	12	0	21	13	-1	-4	-5	19	2
Cc1cc(C(=O)OCC(=O)N2CC(=O)Nc3ccccc32)c(C)n1-c1ccccc1	-15	-16	0.2	0	-7	-18	1	-1	-5	-2	-1
Cc1[nH]c2ccccc2c1C(=O)COC(=O)C1CC(=O)N(Cc2ccccc2)C1 (stereo not drawn)	0	7	3.0	1	6	13	-5	-5	-6	-3	2
Cc1ccc(NC(=O)C(C)OC(=O)Cn2[nH]c(=O)c3ccccc3c2=O)cc1 (stereo not drawn)	8	-1	-0.4	-1	5	-1	-3	1	-5	17	-4
O=c1cc[nH]c2ccc([N+](=O)[O-])cc12	-9	0	-0.9	2	-36	-39	2	-6	5	-3	-6
CN(C)CCCN(C(=O)c1ccc(S(=O)(=O)N2CCc3ccccc3C2)cc1)c1nc2c(F)cccc2s1	4	-5	-0.4	2	-21	10	13	-5	-3	-2	3
COc1ccc(N2CCN(C(=O)c3oc4ccccc4c3NC(=O)Cc3ccc(OC)c(OC)c3)CC2)cc1	-7	8	0.0	2	7	-8	-12	-2	-14	3	1
CC1Sc2ccc(C(=O)Nc3ncccc3O)cc2NC1=O (stereo not drawn)	-172	0	-0.4	-3	-100	-49	-48	-6	-6	1	-58
COc1cccc2cc(C(=O)OC(C)C(=O)c3ccc(C)cc3)c(=O)oc12 (stereo not drawn)	-12	10	0.7	3	4	-2	7	-4	-4	7	17
CCCN1CCC(=O)N([C@H](CSc2ccc(C)cc2)c2ccccc2)CC1	-25	-4	-2.8	-1	-193	-239	-34	-9	-9	-6	-22
Cc1[nH]c(=O)c(C#N)c(C)c1Br	-11	2	1.6	4	-1	8	4	0	-8	5	9
N#CCCN1CCN(Cn2c3ccccc3c3ccccc32)CC1	0	-2	3.3	9	-22	13	-14	0	·	-2	-14
COc1cc(OC)c(C2N(c3ccc(Cl)c(Cl)c3)C(=O)C3CCCN32)cc1OC (stereo not drawn)	-8	1	-2.7	-3	-14	12	-15	7	-5	7	62
Cc1ccc(C)c(S(=O)(=O)N2CCN(C(=O)C3CCN(c4ncnc5sc(C)c(C)c45)CC3)CC2)c1	78*	3	0.5	3	45	8	30	7	-6	-10	89*
COc1ccccc1CC1CC(=O)N(c2ccc([N+](=O)[O-])cc2)C1=O (stereo not drawn)	3	10	3.9	·	-3	7	·	4	-5	-2	9
NC(=O)CSc1nnc(Cc2ccc3c(c2)OCO3)n1C1CCCCC1	-8	-2	-0.6	-2	-6	-24	4	1	-6	2	7
O=C(CCC1CCCC1)NCCCNC(=O)CCC1CCCC1	-3	4	-0.5	0	16	2	8	-1	·	4	22

# Remaining list, next part:
Molecule	NR2E3 ag-1	PDI inh	hiPSC survival	NR2E3 ag-2	Peg3 promoter	HIF-2a inh	MITF TRPM1 inh	HTR2A ag	CaV13 ICDI inh	Cardio protect	Shn3 inh set2
CCN(CC)S(=O)(=O)c1cc(NC(=O)C2Cc3ccccc3C(=O)O2)ccc1C (stereo not drawn)	-53	-3	-0.9	4	-50	-118	-29	6	-1	-4	-42
O=C(N/N=C/c1cn(-c2ccccc2)nc1-c1cccnc1)c1ccccc1	-30	1	2.1	-3	14	-13	-16	-5	-7	61*	23
CCOC(=O)C1=C(C)N(CCCC(=O)O)C(=O)NC1c1ccccc1OS(=O)(=O)c1ccc([N+](=O)[O-])cc1 (stereo not drawn)	-27	1	-2.9	5	-5	6	4	-5	-6	0	12
Cc1cc(=O)oc(C)c1C(=O)N[C@@H](Cc1ccccc1)C(=O)O	27	-5	-0.1	-2	-1	4	-12	1	-19	3	0
O=C(C1CC(=O)N(c2ccc3c(c2)OCCO3)C1)N1CCN(c2ccccc2)CC1 (stereo not drawn)	10	-2	1.0	-6	6	15	5	-2	12	3	13
CCCSc1nnc(N)s1	-12	-5	0.0	-1	-14	3	4	3	-4	4	-43
O=C(COc1ccccc1CNC[C@H]1O[C@@H](n2ccc(=O)[nH]c2=O)[C@H](O)[C@@H]1O)N1CCCCC1	17	·	-1.6	·	4	4	·	7	-4	6	-20
COc1ccc(CNC(=O)CN(Cc2ccco2)C(=O)CNS(=O)(=O)c2ccc(F)cc2)cc1	-22	13	-0.5	2	15	3	-11	5	-3	7	12
Cc1noc(C)c1COc1cccc(C(=O)OC(C)C#N)c1 (stereo not drawn)	0	3	-0.1	-2	14	13	-2	0	-5	6	-12
COc1ccc(C2CC(=O)C=C3c4ccc(OC)cc4CCC32)cc1 (stereo not drawn)	10	-9	5.6	·	5	-30	·	4	-2	-6	8
CCOC(=O)Cn1cc(C#N)c2ccccc21	23	6	-0.7	0	3	11	4	0	-2	4	14
CC(CNC(=O)c1cc(COc2c(F)cccc2F)on1)Oc1cccnc1 (stereo not drawn)	22	0	-0.6	3	-1	0	-6	3	-2	-2	12
CC(=O)c1ccc(NC(=S)NCCCN2CCOCC2)cc1	-13	7	0.5	-1	12	-1	5	2	-5	2	-3
COc1ccc(S(=O)(=O)N2CCOCC2)cc1N(C)S(=O)(=O)c1ccc(C)cc1	11	1	-0.4	1	12	7	0	-1	-7	-3	-9
COc1c(O)cc2oc(-c3ccc(O)c(O)c3)cc(=O)c2c1O	-150	1	-1.8	-1	-289	-315	-41	6	-5	34	-80
COC(=O)[C@@]1(Cc2ccccc2)[C@H]2C(=O)N(C)C(=O)[C@H]2[C@H]2CN(C)C(=NCc3ccccc3)N21	-7	2	2.3	·	8	-3	9	-3	-5	20	0
COc1ccc(Oc2ccc(N/C=C3\CCCC3=O)cc2)cc1	-23	-4	-1.4	5	-31	-45	-11	3	-8	-2	5
COCCNC(=O)NC(=O)COC(=O)Cc1ccc2c(c1)OCCO2	-30	3	4.1	-5	7	16	2	1	-4	3	-15
Cc1ccc(-n2nc3c(=O)n(CC(=O)NCCc4ccco4)nc(C)c3c2C)cc1	23	6	0.0	-1	20	-5	11	-9	-6	-2	31
COc1ccc(OC)c(S(=O)(=O)Nc2ccc3oc(C)c(C(C)=O)c3c2)c1	0	3	0.3	2	28	19	10	2	-3	-13	34
COc1ccc(C(=O)NNc2ccccc2)cc1	-5	-3	0.2	0	12	8	-4	6	-3	1	2
NC(N)=N/N=C/c1ccc(OCc2ccccc2)c(OCc2ccccc2)c1	1	-2	-0.7	1	103*	28	82*	-7	-5	-22	67
COC(=O)c1ccc(Cn2cnc3ccccc3c2=O)cc1	2	-1	1.5	-1	-9	6	2	4	-6	4	5
O=C(NC1CCCCC1)C12CC3CC(C1)CC(n1cncn1)(C3)C2	-1	-1	0.2	1	12	28	-3	-1	·	2	12
COc1ccccc1S(=O)(=O)c1ccccc1[N+](=O)[O-]	-27	8	-1.1	4	-1	12	-5	-3	-3	0	8
CCCCN1C2=NC(c3ccccc3)CN2c2ccccc21 (stereo not drawn)	17	3	-0.7	-1	15	10	4	0	-4	-9	14
O=c1[nH]cnc2scc(-c3ccc(Br)cc3)c12	-43	12	1.0	1	-70	-82	-16	-4	-3	-15	3
CCC/C=C/c1ccc(CN2C(CC(C)C)C(=O)N(Cc3cn(CCC4OCCCO4)nn3)CCS2(=O)=O)cc1 (stereo not drawn)	-27	10	-2.0	·	39	-10	·	-2	-9	0	-13
CC1CCN(C(=O)CN2C(=O)COc3ccc(Cl)cc32)CC1	-10	-20	-0.2	5	-8	-2	-7	5	-7	3	-14
Cc1cccc(NC(=O)/C=C/c2cccs2)n1	-116	-4	-2.6	2	-223	-190	-96	-3	-6	-10	-43

# Additional results follow.
Molecule	NR2E3 ag-1	PDI inh	hiPSC survival	NR2E3 ag-2	Peg3 promoter	HIF-2a inh	MITF TRPM1 inh	HTR2A ag	CaV13 ICDI inh	Cardio protect	Shn3 inh set2
CC(C)c1ccc(CNC(=O)C(=O)NCCCn2ccnc2)cc1	-22	-1	0.0	3	16	27	18	-5	6	-3	15
COc1ccc(OC)c(NC(=O)C2(C)CCN2C(=O)Cc2ccccc2)c1 (stereo not drawn)	9	0	0.2	·	0	4	·	-3	-9	3	-8
Cc1ccc(N(CC(=O)Nc2cccc(C)c2)S(=O)(=O)c2cccc3nonc23)cc1	-1	-1	1.5	2	31	7	2	-9	-4	-6	-2
CC(C)C(=O)c1cn(CC(=O)NCc2ccc3c(c2)OCO3)c2ccccc12	-19	-13	0.6	0	1	-9	-3	3	-4	7	-2
COC(=O)c1ccc(OC)c(OC2CCCC2)c1	2	0	0.5	0	8	6	10	0	-2	13	8
COc1cc(C)ccc1OCCCOc1ccccc1Cl	-118	-12	6.1	-1	-398	-275	-121	-2	·	-22	-41
